Screening results deposited in PubChem by The Scripps Research Institute Molecular Screening Center.
CHO-K1 Ca antag: M1 antagonist counterscreen hit in parental CHO-K1 cells. ATP-induced calcium, Fluo-8 fluorescence. inhibition, % at 3 µM. hit rate 0.6% among 360,000;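 active = inhibition above a per-plate cutoff, the plate's mean sample inhibition plus 3 SD, cut at about 24% in these data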;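 also: 0% = DMSO plus EC80 ATP and 100% = DMSO alone without ATP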
TAAR1 agonist: agonists of human TAAR1 | CHO RD-HGA16 TAAR1, Fluo-8 calcium fluorescence; vehicle wells 0%, saturating PEA agonist 100% | AID 624467 | activation, % at 3 µM | Q96RJ0 | hit rate 0.99% among 360,000;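 active = activation above the mean activation of all test compounds in the run plus 3 SD, cut at about 38% in these data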
Target sequence (Q96RJ0 whole entry, looked up): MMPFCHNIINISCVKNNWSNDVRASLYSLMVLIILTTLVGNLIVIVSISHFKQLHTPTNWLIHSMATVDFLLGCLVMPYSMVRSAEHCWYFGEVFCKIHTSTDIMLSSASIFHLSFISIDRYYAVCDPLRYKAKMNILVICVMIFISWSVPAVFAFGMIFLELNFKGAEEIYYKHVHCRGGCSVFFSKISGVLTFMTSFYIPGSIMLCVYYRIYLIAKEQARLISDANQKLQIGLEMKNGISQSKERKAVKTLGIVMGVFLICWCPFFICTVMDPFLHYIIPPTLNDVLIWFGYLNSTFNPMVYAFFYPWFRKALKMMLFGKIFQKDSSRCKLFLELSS
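Benchmarks: low control DMSO, high control PEA (EC100); System: CHO RD-HGA16 cells carrying human TAAR1 plus Gα16; Detection: Fluo-8 fluorescence, 5 s baseline then 140 s kinetic read; Schedule: 17-24 h plating, Fluo-8 75 min 37 °C, 30 min RT; Read-out basis: % activation from peak over basal fluorescence ratio, DMSO-to-PEA scaled.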
V1R ag counter: activates human V1a receptor in oxytocin agonist counter-screen; activation, % at 3 µM; CHO-V1R cells, Fluo-8 calcium fluorescence, agonist mode; 0% DMSO, 100% 3 nM vasopressin; AID 2797; P37288; hit rate 0.25% among 320,000;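 active = activation above the mean activation of all tested compounds plus 3 SD, per screening run, cut at about 20% in these data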;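 also: signal is peak over basal fluorescence ratio across a 100 second FLIPR read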
Target sequence (P37288 whole entry, looked up): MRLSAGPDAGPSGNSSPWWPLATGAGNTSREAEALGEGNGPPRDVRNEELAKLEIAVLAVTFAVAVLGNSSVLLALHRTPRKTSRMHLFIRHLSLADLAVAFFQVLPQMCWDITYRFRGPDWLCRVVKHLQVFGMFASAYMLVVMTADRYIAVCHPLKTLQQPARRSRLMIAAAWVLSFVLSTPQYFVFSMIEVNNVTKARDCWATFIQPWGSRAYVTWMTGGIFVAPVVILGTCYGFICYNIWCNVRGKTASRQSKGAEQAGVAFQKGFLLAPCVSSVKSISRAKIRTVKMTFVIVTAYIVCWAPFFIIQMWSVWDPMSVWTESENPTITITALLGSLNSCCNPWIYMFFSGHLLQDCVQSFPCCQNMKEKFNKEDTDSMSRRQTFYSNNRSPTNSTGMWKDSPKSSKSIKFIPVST
CHO parental Ca: signal in parental CHO cells, OX1R antagonist counter-screen. parental CHO-K1, ATP-induced calcium, Fluo-8 fluorescence. inhibition, % at 5.6 µM. hit rate 0.63% among 330,000. AID 463079;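 active = inhibition above that plate's mean sample inhibition plus 3 SD, cut at about 26% in these data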;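 also: 0% = ATP-challenged DMSO wells and 100% = DMSO wells without ATP; some compounds past the cut are filed as inactive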
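Assay system: parental CHO cells; Read-out basis: percent inhibition of ATP-evoked calcium rise, normalized to controls; Benchmarks: ATP and no-ATP DMSO wells; Compound dosing: single nominal dose of 5.6 µM per compound; Signal: Fluo-8 calcium dye fluorescence; Also added: ATP as calcium-mobilizing challenge; Repeats: singlicate.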
OXTR potentiate: potentiators of human oxytocin receptor; P30559; CHO-OTR cells, Fluo-8 calcium fluorescence, potentiator mode; 0% = oxytocin EC15, 100% = EC100; activation, % at 3 µM; hit rate 0.061% among 320,000; AID 2445;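 active = activation above that plate's cutoff, the mean activation of tested compounds plus 3 SD, cut at about 6.6% in these data, passing the limit was not always enough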;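 also: 100% uses oxytocin at 75 nM as the full agonist control; some results filed as inactive read as strong as hits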
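assay system = CHO-OTR cells, human receptor | schedule = compound 6 min at room temperature before oxytocin, 100 s read | detection = Fluo-8 intracellular calcium fluorescence, ex 470-495, em 515-575 nm | evaluation = normalized max/min fluorescence ratio, % activation | control set = EC15 oxytocin alone as 0%, 75 nM oxytocin (EC100) as 100%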
M1 ag parental: M1 agonist counterscreen hit in parental CHO-K1 cells. Fluo-8 calcium fluorescence; scaled to maximal ATP response, vehicle zero. activation, % at 3 µM. hit rate 0.48% among 360,000; in the data active = activation above about 15%;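 also: untransfected CHO-K1 host cells lacking M1 receptor as counterscreen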
M1 ag: activates human CHRM1 receptor; activation, % at 3 µM; hit rate 0.33% among 360,000; CHO-K1 hM1, Fluo-8 calcium fluorescence, agonist mode; 0% DMSO, 100% acetylcholine EC100; P11229; AID 588814;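 active = activation above the run's mean compound activation plus 3 SD, cut at about 16% in these data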;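 also: peak over basal fluorescence ratio within a 140 s kinetic read after compound addition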
CHO-K1 Ca PAM: counter-screen for M1 PAMs: effect in parental CHO-K1 cells. ATP EC20, Fluo-8 calcium fluorescence; 0% at ATP EC20, 100% at ATP max. activation, % at 3 µM. hit rate 0.02% among 360,000. AID 602247;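 active = activation above the run cutoff, the mean activation of all test compounds plus 3 SD, cut at about 40% in these data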;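 also: peak over basal fluorescence ratio in a 140 s read after ATP addition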
TAAR1 antagonist: antagonists of human TAAR1 | CHO RD-HGA16 TAAR1, Fluo-8 calcium fluorescence, antagonist | inhibition, % at 3 µM | Q96RJ0 | AID 624466 | hit rate 1.5% among 360,000;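 active = inhibition above a per-plate cutoff, the mean inhibition of test compounds on that plate plus 3 SD, cut at about 49% in these data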;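 also: 0% = DMSO plus EC80 beta-PEA response and 100% = DMSO alone without agonist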
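test system = CHO RD-HGA16 cells bearing hTAAR1 | replication = singlicate | controls = DMSO-only wells and EC80 β-PEA-stimulated wells | reagent = EC80 β-phenethylamine stimulus | read-out basis = percent inhibition of PEA-evoked calcium signal, max/basal emission ratio | schedule = seeding 17-24 h prior, 75-min 37 °C, 30-min RT dye loading | signal = kinetic Fluo-8 calcium fluorescence measurement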
* hit, by the source's call; / = no result given.

The first four records, to show the layout:
SMILES	CHO-K1 Ca antag	TAAR1 agonist	V1R ag counter	CHO parental Ca	OXTR potentiate	M1 ag parental	M1 ag	CHO-K1 Ca PAM	TAAR1 antagonist
Cc1ccc2c(c1)c1c3n2CCN(C(=O)C2CC2)C3CCC1 (configuration not stated)	0	-1	-0.8	-25	-3	0.2	-2	12	-11
CCC(C)[C@H](NC(=O)N1CCCC1)C(=O)OC (some centres not stated)	1	15	0.3	-3	2	-0.1	-1	4	3
COc1c2ccoc2cc2oc(C)cc(=O)c12	-12	1	-0.4	-6	-1	0.1	-5	21	-28
O=S1(=O)c2ccc(Br)cc2N2CCC[C@@H]2CN1C1CC1	-10	1	/	/	/	0.3	-6	1	0

This part in full (from the top)
SMILES	CHO-K1 Ca antag	TAAR1 agonist	V1R ag counter	CHO parental Ca	OXTR potentiate	M1 ag parental	M1 ag	CHO-K1 Ca PAM	TAAR1 antagonist
Cc1ccc2c(c1)c1c3n2CCN(C(=O)C2CC2)C3CCC1 (configuration not stated)	0	-1	-0.8	-25	-3	0.2	-2	12	-11
CCC(C)[C@H](NC(=O)N1CCCC1)C(=O)OC (some centres not stated)	1	15	0.3	-3	2	-0.1	-1	4	3
COc1c2ccoc2cc2oc(C)cc(=O)c12	-12	1	-0.4	-6	-1	0.1	-5	21	-28
O=S1(=O)c2ccc(Br)cc2N2CCC[C@@H]2CN1C1CC1	-10	1	/	/	/	0.3	-6	1	0
COc1ccccc1NC(=O)CSc1nnc2ccc(-c3cccnc3)nn12	-9	4	1.4	-17	-15	1.2	-1	17	-8
CCN1CCN(c2cc(C)c3cc(NC(=O)c4ccc(Br)o4)ccc3n2)CC1	-10	0	6.0	-13	-2	-0.2	-5	7	11
COc1ccc(C(=O)OCC(=O)Nc2cccc(C(C)=O)c2)cc1OC	-4	0	3.9	-10	-5	2.1	0	3	0
CCCCc1c(-c2ccc(Br)cc2)ncn1CCc1ccccc1OC	-11	48*	/	/	/	3.2	/	17	28
O=C(c1ccco1)N1CCN(C(=O)c2ccccc2[N+](=O)[O-])CC1	-13	13	0.3	-6	-11	-0.7	-2	16	3
Cn1c(=O)c2c(SCC(=O)Nc3ccc4c(c3)OCCO4)nc(CC(C)(C)C)nc2n(C)c1=O	-10	2	0.2	3	-6	0.3	-3	4	-5
Cc1cccc(N2CCN(S(=O)(=O)c3ccc4[nH]c(=O)ccc4c3)CC2)c1C	8	11	6.7	-1	-8	3.5	1	5	61*
NC(=O)c1ccsc1NC(=O)CN1C(=O)NC2(CCCCC2)C1=O	-11	-1	0.3	-9	-6	-0.4	0	22	-8
CC(=O)OC1CC(C)(C)N(OC(=O)c2ccc(N)cc2)C(C)(C)C1	-16	10	0.1	-10	-6	0.2	-3	7	15
C=CCNC(=O)COC(=O)/C=C/c1cccs1	6	6	0.3	-18	-9	-0.4	-7	-4	-8
O=C(NCc1ccc2c(c1)OCO2)C1CCC(CNS(=O)(=O)c2cccc3nsnc23)CC1 (configuration not stated)	-4	3	2.6	3	-6	0.1	-10	13	16
CCOC(=O)/C(C#N)=C/c1c(N2CCCCCC2)nc2ccccn2c1=O	11	2	-0.9	-23	-12	1.4	-3	-11	-26
CC(CCc1ccccc1)NC(=O)c1ccc(C(=O)NC(C)CCc2ccccc2)cc1 (configuration not stated)	-10	1	0.8	-6	-4	0.2	-5	23	-1
O=C(Nc1cccc(S(=O)(=O)N2CCOCC2)c1)c1ccc(N2CCCC2=O)cc1	0	4	2.1	-10	4	0.8	-4	-4	10
COc1ccc(CC(=O)N2CCCc3ccccc32)cc1	-4	4	-0.2	-18	-10	0.0	-4	12	7
COc1ccc(-c2cc(C(=O)NCC3CCCO3)c3ccccc3n2)c(OC)c1 (configuration not stated)	-15	2	-0.7	-22	-9	4.0	-5	10	22
Cc1ccc(CSCC(=O)N(C)CC(=O)Nc2ccc(C)cc2)cc1	-9	1	1.7	-12	-7	1.8	-2	-2	-22
Cc1cc(=O)oc(C)c1C(=O)NCC(C)C	-6	14	-0.5	0	-5	0.1	0	8	-11
CCC(C)[C@@H](C(=O)N1CCNCC1)n1cc(CCCN=C(N)N)nn1 (some centres not stated)	-10	2	0.6	4	-7	0.2	-7	9	0
O=C(CCCC(=O)NC1CCCCC1)Nc1ccc([N+](=O)[O-])cc1	-3	0	6.3	-2	-5	1.2	-1	13	-12
CCC1(CC)Cc2ccccc2-c2nc(-c3ccccc3)oc(=O)c21	-14	/	0.4	-5	-13	0.4	-2	14	/
Next records.
SMILES	CHO-K1 Ca antag	TAAR1 agonist	V1R ag counter	CHO parental Ca	OXTR potentiate	M1 ag parental	M1 ag	CHO-K1 Ca PAM	TAAR1 antagonist
COc1ccc(/C=C/C(=O)Nc2cc(S(=O)(=O)N3CCOCC3)ccc2OC)cc1	0	0	1.2	-6	-5	0.6	-2	-10	4
NC(=O)CSCc1ccc(Br)cc1	-17	-1	-0.2	-5	-3	-0.2	-4	12	-3
O=C(COC(=O)/C=C/c1ccccc1[N+](=O)[O-])NC1CC1	-14	0	-0.1	-10	-12	0.2	-4	10	2
Nc1nonc1OCCc1ccccc1	8	10	1.5	-6	-4	2.5	-3	0	12
Cc1cc(C)nc(NC(=O)CCCC(=O)O)c1	-8	0	1.2	1	2	0.8	1	18	-12
COC(=O)c1sccc1NC(=O)Nc1ccccc1F	-4	-1	-1.1	-15	-3	-0.2	-8	14	-9
O=C(Nc1cc(Cl)ccc1-n1cncn1)c1cc(F)c(F)c(F)c1F	9	3	-1.1	-18	-3	6.9	-4	-10	-14
Cc1[nH]c2ccccc2c(=O)c1CNCc1ccccc1	0	2	/	/	/	-0.2	-7	-10	-23
CCC1CCc2[nH]nc(C(=O)O)c2C1 (configuration not stated)	-8	4	1.9	-5	0	0.5	-3	10	-11
CCOC(=O)c1nc(Nc2cc(Cl)ccc2OC)c2ccccc2n1	-9	1	-0.7	-12	-15	0.6	-3	2	19
COc1cccc(S(=O)(=O)Nc2ccc3c(c2)[C@@H]2C[C@@H](CC(=O)NCc4ccc(Cl)cc4)O[C@@H](CO)[C@@H]2O3)c1	7	1	/	/	/	0.7	-8	12	-6
O=C(NNC(=S)Nc1cccc2ccccc12)c1cccc(Br)c1	0	3	4.3	-17	-5	6.7	13	-4	-9
Cc1ccc(C)c(S(=O)(=O)N2CC(=O)N(CCc3ccccc3)C(=O)C2)c1	0	-1	2.1	-29	-10	0.7	-6	-1	-13
CCOC(=O)c1ccc(NC(=O)CN2CCN(C(=O)c3ccco3)CC2)cc1	-6	1	1.8	-12	-9	-0.1	-3	17	-34
COc1cccc(CC(NC(C)=O)C(=O)NC2CCN(C(=O)c3ccncc3)CC2)c1OC (configuration not stated)	-13	3	/	/	/	0.6	-4	18	13
O=c1c2c(-c3ccccc3)csc2ncn1/N=C/c1c2ccccc2cc2ccccc12	-6	7	0.9	-17	-9	-0.1	-3	-7	43
N#CCN1CCN(CC(=O)c2ccc(Br)cc2)CC1	3	1	0.7	-20	-7	3.5	-1	-7	-21
Cc1ccc(-n2nc3cc(Cl)c(NC(=O)c4ccco4)cc3n2)cc1	4	8	-0.3	-2	-15	0.4	-5	12	2
COc1ccc(-c2nc(NC(=O)C3=NN(c4cccc(C)c4)C(=O)CC3)sc2C)cc1	-15	1	-0.3	-21	-3	0.8	-4	18	-7
O=C1C=C(c2ccc3ccccc3c2)C[C@@H](c2ccc(F)cc2)C1	-17	8	1.4	-38	-3	0.4	-3	19	21
Cn1c(C(=O)O)cnc1Sc1ncc(C(F)(F)F)cc1Cl	6	6	1.0	3	-4	0.4	-3	3	-3
O=C(NC1c2ccccc2-c2ccccc21)c1ccccc1	-9	0	0.8	0	-4	0.4	0	22	-2
COc1ccc(-c2ccc(NS(=O)(=O)c3cc([N+](=O)[O-])c(C)c([N+](=O)[O-])c3)cc2)nn1	5	-1	2.1	-26	-1	2.6	-1	-10	-21
O=C(NCc1ccco1)/C(=C/c1ccco1)NC(=O)c1ccco1	-4	4	0.7	-10	-19	1.4	-4	-1	1
CCOC(=O)c1c(C)[nH]c(C)c1S(=O)(=O)NCCCc1ccco1	-10	1	-0.4	16	1	1.2	-5	18	-13
(further entries)
SMILES	CHO-K1 Ca antag	TAAR1 agonist	V1R ag counter	CHO parental Ca	OXTR potentiate	M1 ag parental	M1 ag	CHO-K1 Ca PAM	TAAR1 antagonist
C#CCSc1nnnn1-c1ccc(Br)c(C)c1	-4	-2	-1.1	-9	-2	0.2	-2	-24	5
Cc1cc(-c2ccc(Cl)cc2)n2ncnc2n1	-5	3	-0.8	-3	-5	-0.3	-5	14	-32
N#Cc1cccc(C(=O)OCC(=O)NCc2ccco2)c1	-1	1	0.8	-6	3	0.1	-1	18	-14
CCc1nonc1NC(=O)c1oc2ccc(C)cc2c1C	1	0	-0.4	5	0	-0.2	-5	-6	-6
Cc1ccc(C)c(N2CCN(CCCc3ccccc3)CC2)c1	7	10	/	/	/	0.6	-1	-3	-6
COc1ccc2cc(S(=O)(=O)N3CCCCC3)ccc2c1S(=O)(=O)N1CCCCC1	-7	5	-0.5	5	4	0.7	-3	16	24
COc1ccccc1NC(=O)COc1ccc(C(=O)NC2CCCc3ccccc32)cc1OC (configuration not stated)	-38	3	1.0	-23	1	1.9	-12	34	28
CC(=O)OC[C@H]1O[C@@H](Sc2cccc3cccnc23)[C@H](OC(C)=O)[C@@H](OC(C)=O)[C@H]1OC(C)=O	-3	1	0.7	-4	-4	1.7	-5	24	-4
CSc1nsc(SC)c1NC(=O)Nc1ccccc1C	-3	-1	0.6	0	2	0.1	-6	11	16
COc1cc(C(=O)NCc2cc3cc(Cl)ccc3n2C)cc(OC)c1OC	-7	3	2.2	3	-6	2.9	-1	6	-1
CCC(CC)C(=O)NCc1ccccc1OC	-13	6	-0.3	1	-6	0.1	-4	16	13
C[C@H](NC(=O)c1nc[nH]c1C(=O)NC1CCN(C(=O)OC(C)(C)C)CC1)C(=O)OC(C)(C)C	-5	7	0.1	-16	-5	1.8	-3	7	13
O=C(Cn1c(=O)oc2ccccc21)Nc1cccc(Cl)c1	11	4	2.6	7	-4	1.9	6	-1	-14
CC1CCCC(C)N1C(=O)CSc1nc(N)cc(N)n1 (configuration not stated)	-16	-1	0.2	12	-8	1.3	-3	4	-3
COc1ccc(C(=O)N[C@H](C(=O)Nc2nc3c(s2)CCCC3)C(C)C)cc1	-10	0	-1.5	-21	1	0.1	-7	15	-24
